Compound activity: PubChem, National Center for Advancing Translational Sciences (NCATS)
Pol kappa inh – inhibitors of human DNA polymerase kappa | Q9UBT6 | purified Pol kappa, fluorescent DNA synthesis assay, 10 min | Potency, µM (top dose mostly 107 µM), for the others: top-dose activity, negative = inhibition, hits mostly inhibitors | 400,000 tested, 0.53% active | AID 588579; note: potency is the fitted concentration of half-maximal effect; % is set by controls: 0 for no effect and ±100 for the full control effect
Target sequence (Q9UBT6 whole entry, looked up): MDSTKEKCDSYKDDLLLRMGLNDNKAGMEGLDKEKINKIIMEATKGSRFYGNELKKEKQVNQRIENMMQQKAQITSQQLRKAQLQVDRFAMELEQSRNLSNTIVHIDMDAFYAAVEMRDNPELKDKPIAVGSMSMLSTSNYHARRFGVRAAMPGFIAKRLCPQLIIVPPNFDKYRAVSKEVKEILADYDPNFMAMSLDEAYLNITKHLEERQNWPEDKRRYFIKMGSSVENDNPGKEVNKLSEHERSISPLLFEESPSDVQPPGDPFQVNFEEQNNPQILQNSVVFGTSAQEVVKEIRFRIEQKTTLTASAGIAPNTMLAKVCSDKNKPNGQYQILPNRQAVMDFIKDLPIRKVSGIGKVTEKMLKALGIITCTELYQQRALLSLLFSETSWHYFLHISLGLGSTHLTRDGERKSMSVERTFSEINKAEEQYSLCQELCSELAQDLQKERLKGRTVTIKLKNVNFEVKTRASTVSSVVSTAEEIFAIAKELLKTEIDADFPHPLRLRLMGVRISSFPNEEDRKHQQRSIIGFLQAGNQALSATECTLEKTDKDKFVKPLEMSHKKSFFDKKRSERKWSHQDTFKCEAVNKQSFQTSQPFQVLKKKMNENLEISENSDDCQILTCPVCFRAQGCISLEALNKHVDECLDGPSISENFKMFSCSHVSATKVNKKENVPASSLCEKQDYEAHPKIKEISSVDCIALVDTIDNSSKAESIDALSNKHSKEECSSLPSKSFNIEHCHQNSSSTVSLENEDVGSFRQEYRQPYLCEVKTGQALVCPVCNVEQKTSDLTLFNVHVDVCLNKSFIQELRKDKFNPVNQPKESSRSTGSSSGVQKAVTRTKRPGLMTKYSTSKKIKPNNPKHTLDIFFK
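Kinetic fluorescence readout at 0 and 10 min followed reaction start with substrate at 50 nM final. Beforehand, enzyme (10 nM Pol kappa) stood 15 min with compound at room temperature; buffer-only wells were negative controls.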
PGK inhibitor – blocks T. brucei phosphoglycerate kinase. P07378. PGK/GAPDH coupled, Kinase-Glo luminescence, 60 min. Potency, µM (titrated, usually from 57.5 µM), without a hit: at the highest dose activity change, negative = inhibition, most hits filed as inhibitors. 380,000 tested, 0.043% active; note: potency is the fitted concentration of half-maximal effect; % is set by controls: 0 for no effect and ±100 for the full control effect; nearly all actives have a fitted effect of over 60% in size
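Luminescent ATP detection (Kinase-Glo Plus) follows a 60-minute room-temperature incubation, with wells lacking PGK as controls. Buffer: 100 mM TEA (pH 7.6), 5 mM MgCl2, 0.01% Tween-20. Coupling enzyme GAPDH (100 nM final) supplies unstable 1,3-BPG in-well.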
RXFP1 antag – blocks the human relaxin receptor RXFP1 | 350,000 tested, 0.59% active | Q9HBX9 | HEK293-RXFP1, relaxin-stimulated cAMP HTRF, 30 min; stronger effect = lower value | activity change, negative = inhibition, % at 57.5 µM;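 active = activity change of -60% or lower, but not beyond a set lower limit; inconclusive = change between -60% and -40%, or beyond the set limit; inactive = change above -40%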; note: % is set by controls: 0 for no effect and ±100 for the full control effect
BLM inh – blocks DNA unwinding by human BLM helicase; recombinant BLM DNA unwinding, fluorescence dequenching; P54132; 350,000 tested, 0.2% active; Potency, µM (doses to about 56.1 µM), inactives show top-dose activity change, negative = inhibition, most hits filed as inhibitors;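 note: potency is the fitted concentration of half-maximal effect; plate controls were vehicle for no effect and no enzyme for full effect; nearly all actives have a fitted effect of over 35% in size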
Apoferritin bind – candidate novel general anesthetic via apoferritin binding. 350,000 tested, 0.074% active. Potency, µM (highest dose often 77.5 µM), for the others: at the top dose activity change, negative = displacement, hits mostly inhibitors. apoferritin/1-aminoanthracene competitive binding, fluorescence; note: potency is the fitted concentration of half-maximal effect; % is set by controls: 0 for no effect and ±100 for the full control effect; nearly all actives have a fitted effect of over 20% in size
Target sequence (P02791 2-175 limits assumed): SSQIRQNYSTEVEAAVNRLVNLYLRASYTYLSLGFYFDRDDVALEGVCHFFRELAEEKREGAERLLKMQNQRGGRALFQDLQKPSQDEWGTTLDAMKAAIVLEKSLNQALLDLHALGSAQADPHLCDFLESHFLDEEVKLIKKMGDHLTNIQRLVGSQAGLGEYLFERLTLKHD
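Concentration-response curves derived by four-parameter Hill fitting of normalized fluorescence, where compounds displaced 1-AMA from 10 uM horse apoferritin following a brief 10 min room-temperature incubation; propofol titration acted as positive control.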
POLB inh – blocks human DNA polymerase beta activity. P06746. AID 485314. 340,000 tested, 1.3% active. Pol beta primer extension/strand displacement, fluorescence kinetic. Potency, µM (top dose mostly 114 µM), inactives show top-dose activity change, negative = inhibition, usual class: inhibitors; note: potency is the fitted concentration of half-maximal effect; % is set by controls: 0 for no effect and ±100 for the full control effect
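Pol beta (10 nM) was preincubated with compound for 15 min at room temperature. The reaction was then started with 50 nM substrate and read immediately and after a further 10 min at room temperature.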
POLI inh – DNA polymerase iota (human) inhibition | Pol iota fluorescent replication assay, 10 min | Potency, µM (top dose mostly 115 µM), without a hit: at the top dose activity, negative = inhibition, hits mostly inhibitors | 390,000 tested, 1% active | AID 588590; note: potency is the fitted concentration of half-maximal effect
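Pol iota at 10 nM preincubated 15 min with compounds at room temperature; reaction started with fluorescent substrate, 50 nM final. Fluorescence read kinetically at 0 and 10 min; buffer-only wells as negative control.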
Pol eta inh – blocks human DNA polymerase eta activity | Potency, µM (series often up to 114 µM), for inactives: top-dose activity change, negative = inhibition, actives largely listed as inhibitors | 390,000 tested, 1.2% active | recombinant Pol eta, fluorescent DNA replication assay | AID 588591; note: potency is the fitted concentration of half-maximal effect; % is set by controls: 0 for no effect and ±100 for the full control effect
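Pol eta (10 nM) was preincubated with compounds for 15 min at room temperature, after which fluorescent replication substrate (50 nM final) was added to start the reaction. Fluorescence was read kinetically at 0 and 10 min.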
APEX1 inh – APE1 (human) endonuclease inhibition; AID 2517; recombinant APE1, TAMRA/BHQ-2 abasic DNA cleavage fluorescence; Potency, µM (doses to about 65.8 µM), without a hit: top-dose activity change, negative = inhibition, usual class: inhibitors; 350,000 tested, 0.35% active;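 note: potency is the fitted concentration of half-maximal effect; plate controls were vehicle for no effect and reference inhibitor for full effect; nearly all actives have a fitted effect of over 55% in size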
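0.75 nM APE1 + cpd, 15 min RT; start w/ 50 nM TAMRA/BHQ-2 THF-abasic dsDNA; kinetic fluor 525/598 nm ×3 reads @60 s; Δ(read3−read1); normalized to DMSO and NSC13755 control wells.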
Starred values were filed as active, the others as inactive; i = inactive; ? = inconclusive; nt = not tested or not shown; & = joins results of further samples; [ ] = dose if it differs, or a comment. Unless noted, calls come from the whole dose curve; as a rule, active = well fitted curve in the direction sought with a large enough effect; inconclusive = small, poorly fitted or top-dose-only effect, or another doubt; inactive = no such curve, though single readings can be large; an effect the other way counts as inactive or inconclusive. Some of the compounds tested, so the mix of outcomes need not match the whole.

item	structure	Pol kappa inh	PGK inhibitor	RXFP1 antag	BLM inh	Apoferritin bind	POLB inh	POLI inh	Pol eta inh	APEX1 inh
1	COCCCN1C(=O)c2ccc(C(=O)Nc3ccc(OC)cc3)cc2C1=O	-3%	-3%	11	-6%	-18%	5%	15%	-9%	-2%
2	Cc1cccc(-n2nnnc2SCn2nnc3ccccc3c2=O)c1	-13%	3%	28	-5%	?	11%	11%	-9%	11%
3	CCC/C(C)=N\Nc1nc2c(c(=O)n(C)c(=O)n2C)n1C	6%	-10%	-12	4%	-3%	30%	24%	-20%	13%
4	CC(=O)N1CCCc2cc(S(=O)(=O)N3CCCC(C(=O)N4CCN(c5ccccc5)CC4)C3)ccc21 (stereo not drawn)	11%	-8%&-2%	-4&-25	-3%&0%	-21%&-10%	-2%&1%	47%&21%[activator]	-10%&-19%	41%
5	Cc1sc2ncnc(N3CCN(C(=O)c4ccco4)CC3)c2c1C	-11%	-8%	7	0%	-9%	-18%	66%[activator]	-4%	8%
6	COc1ccc(C(C)=O)cc1COC(=O)Cc1cc(OC)c(OC)c(OC)c1	-4%	1%	-6	-2%	6%	0%	2%	-23%	28%
7	CCOc1ccc2c(c1)c(=O)c(C(=O)c1ccc(C)cc1)cn2Cc1ccccc1OC	-14%	i	1	-11%	-10%	0%	11%	-11%	nt
8	CCOC(=O)c1c(S(=O)(=O)NCC(=O)Nc2ccc(Cl)c(C(F)(F)F)c2)c(C)n(C)c1C	-10%[60.1 µM]	5%	-8	-10%	?	-13%	-5%	-4%	nt
9	COC(=O)COc1ccc(/C=N/NC(=O)c2ccc(N(Cc3ccccc3)S(C)(=O)=O)cc2)cc1	-17%	i	nt	-2%	-12%	-11%	12%	-6%	-9%
10	O=C(N/N=C/c1c[nH]c2ccccc12)C1CC(=O)N(c2ccccc2)C1 (stereo not drawn)	-6%	-1%	-1	-2%	-15%	-6%	30%[activator]	-23%	-1%
11	COc1cc(Cl)c(C)cc1NC(=O)CN1CCCCCC1	-1%	-9%	-1	1%	-3%	3%	-23%	-1%	-5%
12	Cc1ccc(O)c(-c2cc(C(=O)Nc3cccnc3)[nH]n2)c1	-4%	-2%	-6	-5%	-7%	41%	?	-17%	9%

Part of the list above, screen by screen.
[5] Cc1sc2ncnc(N3CCN(C(=O)c4ccco4)CC3)c2c1C
[6] COc1ccc(C(C)=O)cc1COC(=O)Cc1cc(OC)c(OC)c(OC)c1
[7] CCOc1ccc2c(c1)c(=O)c(C(=O)c1ccc(C)cc1)cn2Cc1ccccc1OC
[8] CCOC(=O)c1c(S(=O)(=O)NCC(=O)Nc2ccc(Cl)c(C(F)(F)F)c2)c(C)n(C)c1C
[9] COC(=O)COc1ccc(/C=N/NC(=O)c2ccc(N(Cc3ccccc3)S(C)(=O)=O)cc2)cc1
[10] O=C(N/N=C/c1c[nH]c2ccccc12)C1CC(=O)N(c2ccccc2)C1 (stereo not drawn)
[11] COc1cc(Cl)c(C)cc1NC(=O)CN1CCCCCC1
[12] Cc1ccc(O)c(-c2cc(C(=O)Nc3cccnc3)[nH]n2)c1
screen / no.	5	6	7	8	9	10	11	12
Pol kappa inh	-11%	-4%	-14%	-10%[60.1 µM]	-17%	-6%	-1%	-4%
PGK inhibitor	-8%	1%	i	5%	i	-1%	-9%	-2%
RXFP1 antag	7	-6	1	-8	nt	-1	-1	-6
BLM inh	0%	-2%	-11%	-10%	-2%	-2%	1%	-5%
Apoferritin bind	-9%	6%	-10%	?	-12%	-15%	-3%	-7%
POLB inh	-18%	0%	0%	-13%	-11%	-6%	3%	41%
POLI inh	66%[activator]	2%	11%	-5%	12%	30%[activator]	-23%	?
Pol eta inh	-4%	-23%	-11%	-4%	-6%	-23%	-1%	-17%
APEX1 inh	8%	28%	nt	nt	-9%	-1%	-5%	9%

Going on with the list.
item	structure	Pol kappa inh	PGK inhibitor	RXFP1 antag	BLM inh	Apoferritin bind	POLB inh	POLI inh	Pol eta inh	APEX1 inh
13	Cc1cccc(N(CC(=O)N=Nc2c(O)[nH]c3ccccc23)S(C)(=O)=O)c1C	-4%	-1%	1	-5%	?	-13%	34%[activator]	-20%	-4%
14	COc1ccc2c(=O)c3c(=O)n(Cc4ccco4)c(C(C)C)nc3oc2c1	-4%	-2%	-17	-8%	-4%	3%	-14%	?	1%
15	COc1ccc(C(=O)NCC(c2ccco2)S(=O)(=O)c2cccs2)cc1OC (stereo not drawn)	3%[60.1 µM]	i	-11	0%	-6%	1%	0%	-20%	nt
16	O=C(NCCc1ccc(Cl)cc1)C1CC(=O)N(C2CCCCC2)C1 (stereo not drawn)	20%	-3%	nt	nt	nt	nt	16%	-8%	nt
17	Cc1ccc(-c2[nH]ncc2CNCCc2cnn(-c3ccccc3)c2)cc1C	-1%	0%	-16	31%[activator]	-17%	9%	31%[activator]	-15%	1%
18	CCc1ccc(OC(=O)CSc2nnc(-c3ccc4c(c3)OCO4)o2)cc1	13%	-7%	-5	0%	2%	-1%	167%[activator]	-9%	nt
19	CC1=Nc2cc(C(=O)NCCCN3CCOCC3)ccc2Sc2c(C)ccc(C)c21	-1%	-9%	-18	-1%	0%	19%	34%[activator]	-16%	8%
20	Cc1ccc(S(=O)(=O)N2CCCCC2)cc1NC(=O)Cn1cc(C(F)(F)F)ccc1=O	-11%	i	11	nt	nt	nt	9%	-10%	-10%
21	COC(=O)c1cc(NC(=O)CCS(=O)(=O)c2cc(Br)cc3c2N(C(=O)C2CC2)CC3)cc(C(=O)OC)c1	-1%	7%	-2	-6%	4%	12%	1%	-1%	nt
22	COc1c(Br)cc(C(N)=O)cc1OCc1ccccc1	6%	-4%	2	1%	-3%	30%	-19%	-19%	-4%
23	CCCCN1CC(c2nc3ccccc3n2CCCCOc2c(C)cccc2C)CC1=O (stereo not drawn)	6%	i	nt	0%	-3%	3%	41%[activator]	-19%	nt
24	O=C(NC1CC1)C1CCN(c2ncnc3c2sc2cccc(F)c23)CC1	8%	-1%	nt	-7%	4%	0%	27%	-7%	2%
25	COc1ccc(OC)c(-c2csc(NC(=O)CN3C(=O)C4CCCCC4C3=O)n2)c1 (stereo not drawn)	-12%	i	?	nt	nt	nt	-15%	-16%	-9%
26	CCCc1ccc(C(=O)CCC(=O)O)cc1	-12%	3%	6	-8%	-5%	-26%	25%	-16%	-1%
27	CC(C)COc1ccc(C(=O)N2CCN(CCc3ccccn3)CC2)cc1	1%	-8%	-4	-2%	5%	11%	36%[activator]	-16%	nt
28	O=C(CSCc1ccccc1Cl)Nc1ccc2c(c1)OCCO2	-23%	-3%	3	-8%	?	-1%	55%[activator]	-15%	1%
29	CC1CN(C(=O)c2ccn(C)n2)CC(C)O1 (stereo not drawn)	-10%	-3%	nt	4%	6%	12%	22%	-16%	-10%
30	Oc1cccc(/C=N/Nc2cccc3cccnc23)c1	0%	-2%	-39	-12%	-17%	3%	73%[activator]	?	0%
31	CC(=O)n1c2ccccc2c2nc(NC(C)C)sc21	-11%	7%	2	-2%	-18%	1%	?	-14%	-2%
32	CC(=O)Nc1ccc(NC(=O)COC(=O)/C(=C/c2ccccc2)n2nnnc2C)cc1	13%	i	-8	0%	-3%	19%	8%	-7%	1%
33	Cc1[nH]c(=O)[nH]c(=O)c1S(=O)(=O)Nc1cccc(Cl)c1C	-11%	5%	nt	-3%	0%	-5%	10%	-17%	nt
34	Cc1ccc(NCc2nnc(SCC(=O)Nc3cccc(O)c3)n2CC2CCCO2)c(C)c1 (stereo not drawn)	4%	-7%	-4	-4%	-12%	11%	-11%	-20%	-3%
35	O=C(Nc1ccccc1)C1CCN(C(=O)c2ccco2)CC1	6%	-4%	-7	-4%	1%	1%	87%[activator]	-17%	24%
36	CCc1ccc(CN(Cc2ccco2)C(=O)COc2ccccc2Cl)cc1	-23%	i	-61*	-6%	206%[activator]	4%	12%	-15%	nt
37	N#CCN1C(=O)C2CCCN2c2ccc(S(=O)(=O)N3CCOCC3)cc21 (stereo not drawn)	5%	2%	-5	-3%	-5%	1%	-1%	-6%	13%
38	COc1ccc(CNC(=O)c2ccc3c(c2)N(Cc2ccccc2F)C(=O)c2ccccc2S3(=O)=O)cc1	0%	-5%	nt	-6%	-17%	40%[activator]	6%	-3%	nt
39	Cc1cc(S(=O)(=O)N2CCOCC2)ccc1OCC(=O)Nc1cccc(C(F)(F)F)c1	-1%	i	-16	0%	1%	14%	24%	-1%	5%
40	O=C(c1ccc(CSc2nc3ccncc3[nH]2)cc1)N1CCCCCC1	5%	i	20	-1%	-21%	3%	28%	22%	0%
41	CCC(=O)CN(Cc1cc(OC)ccc1OC)S(=O)(=O)c1ccccc1Br	-3%	-2%	nt	nt	nt	nt	-9%	-2%	0%
42	Cc1ccc(-c2nc(CS(=O)(=O)CC(=O)NCc3ccccc3Cl)c(C)o2)cc1	-11%	-8%	?	-5%	-12%	9%	16%	-5%	nt
43	CCN(CC)C(=O)CSc1nnc2ccc3ccccc3n12	-11%	-5%	-2	-12%	1%	2%	15%	-18%	nt
44	CCOC(=O)c1cc(-c2cccs2)nc2c1c(C)nn2-c1ccccn1	2%	-3%	-6	-1%	6%	-15%	13%	-9%	-6%
45	CN(CCCCCNC(=O)/C=N/O)Cc1ccccc1	nt	nt	nt	0%	6%	-13%	nt	nt	1%
46	O=C(CNC(=O)c1ccccc1)NCC(=O)OCc1ccc(Cl)cc1	-10%	14%	0	-1%	-16%	30%	19%	-14%	-4%
47	CC(C)CNC(=O)COC(=O)c1ccc([N+](=O)[O-])cc1Cl	1%	-1%	-8	3%	-13%	18%	37%[activator]	-17%	-4%
48	O=C(NN=C1CCCC1)C1COc2ccccc2O1 (stereo not drawn)	0%	18%	14	-3%	-22%	-2%	21%	-8%	-2%
49	O=C(N/N=C\c1cn[nH]c1-c1ccc(Cl)cc1)c1cccs1	14%	-10%	-12	-3%	4%	6%	-16%	-7%	2%
